# Screening results from PubChem BioAssay.
# VLA-4 inh: inhibition in a human VLA-4 binding assay; P13612; VLA-4 expressing cells, ligand binding flow cytometry; inhibition, % (about 7 µM as worked out from the volumes in the protocol); 330,000 tested, 0.2% active; AID 2557; in the data active = inhibition above about 50%
# procasp7 counter: counter-screen for procaspase-3 activators: activators of human procaspase-7 | AID 463210 | recombinant procaspase-7, Ac-DEVD-pNA absorbance 405 nm; D23A/D198A/D206A triple mutant, cannot self-cleave; scale: DMSO 0, 5 µM enzyme 100 | activation, % at 8.5 µM | 330,000 tested, 0.093% active;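 active = percent activation above the screen-wide mean plus 3 SD, cut at about 25% in these data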
# Target sequence (P55210 whole entry D23A/D198A/D206A): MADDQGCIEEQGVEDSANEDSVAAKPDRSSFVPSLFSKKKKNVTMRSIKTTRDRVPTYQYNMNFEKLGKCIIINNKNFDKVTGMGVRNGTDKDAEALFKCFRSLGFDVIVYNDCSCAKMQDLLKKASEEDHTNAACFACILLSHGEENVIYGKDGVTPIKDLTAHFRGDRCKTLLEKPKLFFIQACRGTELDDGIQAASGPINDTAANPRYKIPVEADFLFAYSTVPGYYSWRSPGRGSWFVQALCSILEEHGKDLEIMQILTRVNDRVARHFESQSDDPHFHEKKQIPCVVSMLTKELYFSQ
#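 Assay system: Uncleavable procaspase-7 mutant enzyme | Input: 2 µM procaspase-7 mutant as dispensed | Timing: 1 h compound preincubation, 2 h substrate cleavage, 25 °C | Repeats: One well per compound | Control set: DMSO wells as 0%, DMSO with 5 µM added PC-7 as 100% | Technique: Epi-absorbance of released pNA at 405 nm, two timepoints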
# proCasp3 act: activators of human procaspase-3. P42574. recombinant procaspase-3 D3A, Ac-DEVD-pNA absorbance 405 nm. activation, % at 8.5 µM. 330,000 tested, 0.11% active;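 active = activation above the mean of all tested compounds plus 3 SD, cut at about 21% in these data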;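 also: 0% = DMSO alone and 100% = DMSO wells spiked with extra 5 µM PC-3 D3A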
#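 material = Procaspase-3 D3A mutant | probe or stimulus = Ac-DEVD-pNA | compound = single dose, 8.5 µM nominal compound, 0.8% DMSO | timing = 1 h preincubation, 2 h reaction | measured by = 405 nm absorbance of p-nitroaniline, reads at 0 and 120 min | benchmarks = DMSO-only low control, 5 µM PC-3 D3A high control | repeats = singlicate, each compound tested once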
# PP1 inh: blocks human PP1-alpha phosphatase, a PP5 counter-screen | P62136 | inhibition, % at 6.7 µM | purified PP1alpha, OMFP fluorescence | 320,000 tested, 0.9% active;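 active = inhibition above the mean inhibition of all tested compounds plus 3 SD, computed separately for each screening campaign, cut at about 15% in these data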
# Target sequence (P62136 whole entry, looked up): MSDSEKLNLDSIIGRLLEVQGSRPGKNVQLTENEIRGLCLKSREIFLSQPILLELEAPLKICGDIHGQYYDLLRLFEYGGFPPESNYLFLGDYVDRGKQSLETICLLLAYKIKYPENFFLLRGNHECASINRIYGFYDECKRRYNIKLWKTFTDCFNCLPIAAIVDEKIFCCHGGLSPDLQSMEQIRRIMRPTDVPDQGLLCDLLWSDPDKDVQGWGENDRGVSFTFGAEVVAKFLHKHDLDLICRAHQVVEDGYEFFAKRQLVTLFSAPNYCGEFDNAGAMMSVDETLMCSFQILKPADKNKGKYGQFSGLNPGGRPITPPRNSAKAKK
# GRK2 inh: blocks RNA aptamer binding to human GRK2; P25098; 330,000 tested, 0.59% active; bead flow cytometry, FAM-aptamer displacement from GRK2; inhibition of aptamer binding, % at 10 µM;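 active = inhibition of aptamer binding above 40%, roughly 3 SD of noise, on plates passing a quality check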;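 also: median bead fluorescence of bound FAM aptamer so fluorescent compounds give negative values; no value below 0 was filed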
# Fh CTSL1 inh: blocks F. hepatica cathepsin L1 in PFM18AAP counter-screen; recombinant F. hepatica cathepsin L1, Z-Leu-Arg-MCA fluorescence; inhibition, % at 5.96 µM; 300,000 tested, 0.49% active; AID 1906;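 active = inhibition above the mean of all tested compounds plus 3 SD, set per screening campaign, cut at about 17% in these data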;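 also: 0% = plate median of test compound wells and 100% = 1 µM Z-Phe-Ala-diazomethylketone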
# core dimer inh: HCV core protein dimerization inhibition. TR-FRET GST/Flag-core106 dimerization, 1536-well. inhibition, % at 5 µM. 300,000 tested, 0.33% active. AID 1899;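 active = inhibition above the mean of all tested compounds plus 3 SD, set per screening campaign, cut at about 45% in these data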
#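 test system = GST/Flag-tagged HCV core106 proteins | probe or stimulus = Eu donor and XL665 acceptor anti-tag antibodies | times = compound-protein-antibody incubation 4 h at 22.5 °C | signal = TR-FRET, excitation 340 nm, emission 617 and 671 nm | measure = percent inhibition of core106 dimerization signal | controls = wells lacking GST-core106 and wells with excess unlabelled core106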
# GASC-1 inh: inhibitors of human GASC-1 (JMJD2C) demethylase. Q9H3R0. GST-JMJD2C(1-420) H3K9me3 demethylation, DELFIA europium. inhibition, % at 2.35 µM. 330,000 tested, 0.069% active. AID 2099;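 active = more than half of a compound's replicate wells show inhibition beyond 50%, single wells judged on their own value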;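 also: signal counts dimethyl H3K9 product captured on neutravidin plate; 0% = median of DMSO wells and 100% = 0.3 times that DMSO median; strong numbers were not always called active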
# Target sequence (Q9H3R0 1-420 limits assumed): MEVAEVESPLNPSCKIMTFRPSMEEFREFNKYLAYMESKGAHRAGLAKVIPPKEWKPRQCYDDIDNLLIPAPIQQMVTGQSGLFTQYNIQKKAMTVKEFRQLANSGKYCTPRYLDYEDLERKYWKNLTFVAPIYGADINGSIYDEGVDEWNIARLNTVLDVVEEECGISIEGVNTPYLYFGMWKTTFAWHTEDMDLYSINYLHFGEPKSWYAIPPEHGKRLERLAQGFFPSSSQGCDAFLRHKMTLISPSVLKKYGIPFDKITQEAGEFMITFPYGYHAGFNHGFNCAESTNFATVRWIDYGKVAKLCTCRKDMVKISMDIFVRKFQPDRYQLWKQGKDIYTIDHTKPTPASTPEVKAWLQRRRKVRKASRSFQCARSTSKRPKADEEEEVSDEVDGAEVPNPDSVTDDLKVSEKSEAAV
# PP5 inh: inhibitors of human protein phosphatase 5 (PP5); purified PP5c, OMFP substrate fluorescence; inhibition, % at 6.7 µM; 320,000 tested, 0.18% active; AID 1987;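 active = inhibition above the campaign's mean inhibition across all tested compounds plus 3 SD, cut at about 9.5% in these data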;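 also: 0% = DMSO only and 100% = 100 µM cantharidin control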
# The depositor's hits bear a star; · = not tested or not shown; & = joins results of further samples.
SMILES,VLA-4 inh,procasp7 counter,proCasp3 act,PP1 inh,GRK2 inh,Fh CTSL1 inh,core dimer inh,GASC-1 inh,PP5 inh
Cc1cccc(OP(N)(=O)Oc2cccc(C)c2C)c1C,15.6,7.1,-4.3,-0.7,1.0,8.0,1.3,-4.6,-2.1
COc1ccc(-c2csc(NC(=O)COC(=O)Cc3ccccc3)n2)cc1OC,-13.2,1.3,4.6,1.3,2.0,-11.9,2.2,-3.8,1.8
CC(C)CN1CCN(Cc2ccccc2C(F)(F)F)CC1CCO (configuration not stated),-0.8,8.5,7.1,-8.0,3.0,-3.6,-2.9,-6.2,-1.9
COc1ccccc1CC1C(=O)C2CCN1CC2 (configuration not stated),2.3,-0.8,1.5,-2.0,0.0,-2.8,-7.9,-6.7,1.5
COC/C=C1\CN2C3C[C@@H]1[C@H]1COC4=Nc5cc(OC)c(OC)c(OC)c5[C@@]43C[C@@H]12,39.7,2.8,5.4,-6.3,5.0,-2.3,-0.5,5.3,2.2
CCCCC(=O)N/N=C/c1c(O)n(CC)c(=S)n(CC)c1=O,0.2,-17.8,-10.8,-0.9,1.0,0.7,6.0,-1.1,2.0
COc1ccccc1-n1c(O)c(C=NC2CC2)c(=O)[nH]c1=O,5.6,-17.4,-9.7,-4.8,3.0,-3.8,-8.2,3.1,-1.8
COc1ccc(CCNCc2ccc(OC)c(OC)c2OC)cc1,6.5,6.6,5.9,-1.0,4.0,-0.9,-3.1,3.4,-0.3
O=C(O)[C@@H]1C[C@H]1[C@@H](NP(=O)(c1ccccc1)c1ccccc1)c1ccccc1,-2.0,11.2,1.3,-3.8,0.0,-0.4,9.8,-7.5,-1.6
Cn1c(O)c(C=NCc2cccs2)c(=O)n(C)c1=O,2.6,-0.5,0.7,-3.2,1.0,-0.1,1.9,4.6,1.9
C[C@]12CC[C@@H](O)C[C@@H]1CC[C@@H]1[C@@H]2CC[C@]2(C)[C@@H](O)CC[C@@H]12,5.1,1.9,2.9,-4.2,3.0,-0.7,13.2,17.5,-0.5
O=C(COc1ccc(Cl)cc1)NC1CN2CCC1CC2 (configuration not stated),13.4,6.7,8.4,-1.2,2.0,-1.2,-0.2,-11.0,-0.6
C/C=C1/CN2[C@@H]3C4CO[C@@H]3c3c([nH]c5cc(OC)ccc35)[C@@H]2CC14 (some centres not stated),27.2,0.2,3.7,-6.1,3.0,-0.4,1.5,0.8,-0.3
O=Cc1cn(Cc2cccc(F)c2)c2ccccc12,-3.3,5.8,-5.6,-1.1,1.0,1.2,-6.0,-4.1,0.8
O=c1[nH]c(=S)n(Cc2ccc(F)cc2)c(O)c1C=NCc1cccnc1,5.2,-5.8,-11.1,2.5,0.0,-0.3,0.5,4.0,-0.1
COC(=O)C1=C(c2ccc(C(C)=O)cc2)C[C@@H]2CC[C@H]1N2C(=O)N1CCC(O)(c2ccc(Cl)cc2)CC1,17.3,3.4,3.7,-3.0,4.0,·,·,·,3.9
C=CCn1c(O)c(C(C)=NCCCn2ccnc2)c(=O)[nH]c1=O,-2.2,2.4,-2.7,0.0,4.0,2.2,0.0,-19.4,-0.3
Oc1cc2c(cc1CN1CCN(c3ccccc3)CC1)OCO2,1.9,-32.5,-20.9,-0.8,0.0,4.6,3.0,4.1,0.3
Cc1sc2ccccc2c1CC1=NCCN1,5.7,-8.3,-1.2,-5.0,8.0,-4.5,15.5,2.6,0.1
[N-]=[N+]=NC1C[C@H](n2ccc(=O)[nH]c2=O)O[C@@H]1CO (some centres not stated),-0.7,-4.4,1.3,1.2,4.0,-4.0,6.1,5.0,-1.0
O=C(Oc1c(Cl)cc(Cl)c2ccccc12)N1CCCCC1,7.5,-1.2,-7.2,0.2,0.0,1.7,4.6,-20.6,-0.2
CCCCn1c(O)c(C(CC)=NCCc2ccccc2)c(=O)[nH]c1=O,-51.3,-1.4,-3.0,-0.1,0.0,-0.3,-0.7,3.1,3.4
CCOC(=O)C(O)(c1ccc(N(CC)S(=O)(=O)c2ccccc2)cc1)C(F)(F)F (configuration not stated),-2.6,4.8,-0.1,2.3,0.0,-1.2,3.9,-5.1,4.5
COC(=O)C1=C(c2ccc(Cl)c(C(F)(F)F)c2)C[C@@H]2CC[C@H]1N2C(=O)NCCOc1ccc(OC)cc1,0.0,-11.8,4.9,5.3,0.0,·,·,-5.2,6.0
CCNC(=O)NNC(=O)C1CC(c2cccnc2)=NO1 (configuration not stated),3.7,8.9,6.0,-4.0,2.0,-0.6,-0.4,9.6,1.2
FC(F)(F)c1ccc2c(c1)nnn2C1CCN(Cc2nnnn2Cc2ccccc2)CC1,-0.5,-4.4,-0.8,1.9,0.0,2.8,5.8,3.0,5.8
CCCCC1(CCCC)C(=O)NC(=Nc2cccc(C)c2)NC1=O,-2.5,11.2,-4.5,-1.2,2.0,-2.0,4.3,-12.9,4.4
Cc1ccccc1-n1c(-c2ccoc2)nc2ccccc2c1=O,2.8,-9.3,2.6,-1.5,3.0,1.1,-3.3,19.7,1.9
O=c1[nH]c(=O)n(-c2ccc(F)cc2)c(O)c1/C=C1\C=Nc2ccccc21,7.8,-6.2,-7.5,1.6,0.0,-0.5,17.8,-0.8,3.6
O=C1/C(=C/c2cccc([N+](=O)[O-])c2)N2CCC1CC2,-0.5,2.5,4.8,-0.8,0.0,-1.9,2.2,-2.8,-0.1
COc1ccc(-c2nc3ccccc3n2OC(=O)N(C)C)cc1,4.7,-0.7,-0.4,2.9,0.0,2.7,-5.3,-1.4,3.5
O=C(COC(=O)Cc1ccccc1)Nc1ccc(Cl)cn1,3.1,10.1,5.6,1.3,1.0,-11.8,-2.7,-8.1,-0.2
CC(C)(C)NC(=O)CN1CCCN(C(=O)COc2ccc(Cl)c3ccccc23)CC1,-3.5,-2.6,4.0,-1.7,0.0,·,·,8.3,-0.2
COC(=O)C1=C(c2ccccc2)C[C@@H]2CC[C@H]1N2C(=O)NCc1ccc(F)cc1,-4.1,4.7,3.7,2.2,1.0,-2.6,3.0,1.4,1.4
O=C(Cc1cccc(C(F)(F)F)c1)N1CCN(CC(=O)N2CCCC2)CC1,7.6,3.7,3.4,-1.9,0.0,·,·,0.6,0.5
CCNCCNc1ccc([N+](=O)[O-])c2cccnc12,-2.1,-12.4,3.9,2.2,0.0,5.0,-9.1,·,0.7
CNCCc1c[nH]c2ccccc12,-26.9,-6.6,4.5,-5.3,0.0,-2.4,8.8,-6.0,-2.3
COc1ccc(N=Nc2c(O)[nH]c(=S)[nH]c2=O)cc1,-22.0,-9.7,-29.8,7.9,1.0,10.5,-11.9,10.7,0.7
CC(=O)NCCc1c[nH]c2ccccc12,18.1,8.2,6.7,-3.1,2.0,-3.7,-1.2,18.4,0.9
CCCC(=O)NC(Oc1ccccc1Cl)C(Cl)(Cl)Cl (configuration not stated),-2.3,6.6,1.0,-1.6,2.0,5.7,-3.4,-2.3,-0.5
Cc1cccc(C)c1NC1=NCCCCS1,5.5,3.9,11.7,0.7,9.0,-0.6,4.4,4.1,-0.5
COc1ccccc1N1CCN(Cc2cc(C)c(C)cc2O)CC1,-2.9,7.4,-1.4,-1.3,1.0,3.6,-6.6,1.2,-0.1
COC(=O)C1=C(c2ccccc2)C[C@@H]2CC[C@H]1N2C(=O)N1CCCC1,36.6,-1.3,3.6,0.3,0.0,-3.3,-1.1,5.4,0.5
c1ccc(-n2ccnc2)cc1,-1.8,10.1,2.0,-1.0,1.0,-0.8,6.5,0.5,0.8
COC(=O)[C@@]1(C#N)[C@@H]2C=CC(C(C)=O)=CN2[C@@H](C(N)=O)[C@@H]1c1ccc(F)cc1,1.1,-6.5,6.0,0.1,0.0,5.6,3.4,32.4,5.1
CCOC(=O)c1ccccc1N,22.5,-0.8,8.2,·,3.0,·,·,·,·
COC(=O)C1=C(c2cccc(OC)c2OC)C[C@@H]2CC[C@H]1N2C(=O)NC1CCCCC1,31.3,-9.7,3.2,3.3,1.0,-1.4,-12.0,-1.1,4.8
C[N+]1(C)C2CC(OC(=O)C(CO)c3ccccc3)CC1C1OC12 (configuration not stated),40.0,4.8,-3.2,-5.0,2.0,-1.9,12.1,·,-2.9
Cc1c(NC(=O)C(C)OC(=O)Cc2ccccc2)c(=O)n(-c2ccccc2)n1C (configuration not stated),-29.2,1.4,4.9,-5.3,0.0,-2.2,-3.9,-3.3,-1.6
CSc1nnc(OC(=O)N(C)C)n1-c1ccc(Cl)cc1,3.5,7.4,2.3,2.2,1.0,0.0,4.1,-7.7,0.0
CC(NC(C)(C)C)C(=O)c1cccc(Cl)c1 (configuration not stated),6.8&28.4,3.3&4.6,8.7&-3.0,-0.6&-0.4,1.0&0.0,-2.8&4.7,12.6&0.4,9.4&1.5,2.1&0.3
C[C@H]1[C@H](OC(=O)CCC(=O)NCc2ccc(C(=O)O)cc2)O[C@@H]2O[C@@]3(C)CC[C@H]4[C@H](C)CC[C@@H]1C24OO3,5.2,9.4,1.7,7.3,0.0,-4.3,-3.3,-3.0,0.8
Cc1cc(N2CCOCC2)nc2ccc(NC(=O)CCC(=O)N3CCC4(CC3)OCCO4)cc12,18.5,1.6,2.9,-3.9,0.0,1.6,-2.2,-6.0,2.4
O=[N+]([O-])c1ccc(N2CCOCC2)c2ccncc12,-20.8,6.0,-5.5,0.3,0.0,1.6,0.6,6.1,0.5
O=C(N=Nc1c(O)[nH]c(=O)[nH]c1=O)C1COc2cc3ccccc3cc2O1 (configuration not stated),-1.1,11.3,-3.6,0.1,1.0,-3.9,-6.8,11.0,2.5
COc1ccc(OC)c(N=Cc2c(O)[nH]c(=O)[nH]c2=O)c1,-25.6,0.1,-9.3,-0.6,0.0,-0.7,-12.3,-9.2,0.2
CCOC(=O)N(CC)c1ccc(C(O)(C(=O)OC)C(F)(F)F)cc1 (configuration not stated),-5.3,6.5,6.5,-5.0,3.0,-3.7,-1.9,2.0,3.1
COC(=O)CC(NC(=S)N1CC2C[C@@H](C1)Cn1c2cccc1=O)C(=O)OC (some centres not stated),15.7,0.6,2.1,-2.2,2.0,-1.9,1.6,5.7,-3.8
COc1ccc(N=Cc2c(O)n(Cc3cccs3)c(=O)[nH]c2=O)cc1,-3.3,-13.3,3.5,-12.3,6.0,-1.8,-1.2,-15.1,2.2

# Some of the compounds tested, so the mix of outcomes need not match the whole.
